Compound activity from PubChem BioAssay.
T cell modulator: modulators of CD8 T cell-vesicle binding, primary screen, mouse 2C CD8+ T cells, flow cytometry. 2C CD8+ T cell-vesicle binding; active compounds read low. actives 0.068% (n = 330,000). calls only at 7 µM;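 active means response, share of CD8 T cells binding vesicles, and their 90th percentile fluorescence all below set limits, cut at about 80% in these data, passing the limit was not always enough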
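Read-out – percent CD8+ FL2 mean versus row control · System – murine 2C transgenic CD8+ T lymphocytes · Times – 1.5 h cell–vesicle binding at 37 °C, then 20 min icy labelling · Control set – naked vesicles low, QL9 vesicles with vehicle high · Detection – cytometric PE anti-B7-1 and Alexa647 anti-CD8 signals after 1% paraformaldehyde fixation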
NTR1 ag: agonists of NTR1, primary screen, imaging, U2OS cells, beta-arrestin-GFP, high content (AID 493036). NTR1-U2OS beta-arrestin-GFP spot imaging, agonist mode. activation, % at 20 µM. actives 0.17% (n = 330,000);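 active means activation at or above 40% of the spot to cytoplasm intensity ratio, with at least 20 cells analyzed; inconclusive means wells under 20 cells, flagged as cytotoxic or low count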;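 further: 0% = DMSO without peptide and 100% = 100 nM NTR1 peptide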
Target sequence (P30989 whole entry, looked up): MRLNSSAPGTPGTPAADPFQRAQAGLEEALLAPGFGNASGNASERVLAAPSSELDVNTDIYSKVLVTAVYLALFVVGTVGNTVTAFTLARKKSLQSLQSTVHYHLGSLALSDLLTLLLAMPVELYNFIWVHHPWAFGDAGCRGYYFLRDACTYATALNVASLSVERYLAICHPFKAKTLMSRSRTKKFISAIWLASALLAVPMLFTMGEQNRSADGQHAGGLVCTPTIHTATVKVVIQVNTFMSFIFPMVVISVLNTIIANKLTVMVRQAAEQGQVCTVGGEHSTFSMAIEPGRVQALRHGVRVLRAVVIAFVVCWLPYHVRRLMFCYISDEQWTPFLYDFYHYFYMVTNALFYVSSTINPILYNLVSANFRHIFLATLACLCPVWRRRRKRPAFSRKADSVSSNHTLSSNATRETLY
Dengue-2 NS5 capping: Dengue-2 NS5 methyltransferase inhibitors, primary screen, biochemical, confirmation dose response (AID 588689) | Dengue-2 NS5 methyltransferase capping enzyme assay, biochemical; higher % means a stronger effect | actives 0.3% (n = 340,000) | one-dose inhibition, % at 25 µM; IC50 in µM for titrated hits; in the data active means a potency from the dose series; inconclusive means inhibition above about 29% without an active follow-up result
Salmonella PhoP GFP: inhibitors of PhoP regulon expression, primary screen, Salmonella Typhimurium, GFP reporter (AID 1863). S. Typhimurium PhoP-regulated promoter GFP reporter, 4 h; higher % means a stronger effect. inhibition, % at 50 µM, or IC50 in µM where a hit was titrated. actives 0.16% (n = 300,000);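 active means inhibition over 29.93%, a cutoff 3 SD above the screen mean, later confirmed by dose response; inconclusive means inhibition over 29.93% but no dose response follow-up; inactive means inhibition at most 29.93% or unconfirmed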;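 further: 0% = low Mg2+ inducing control and 100% = high Mg2+ repressing control; strong numbers were not always called active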
West Nile antiviral: West Nile virus antiviral activity, cell-based, CPE readout (AID 1621). West Nile virus-infected cells, CPE inhibition; higher % means a stronger effect. CPE inhibition, % at 10 µM; hits with a dose series show IC50 in µM. actives 0.02% (n = 290,000); in the data active means a potency from the dose series; inconclusive means CPE inhibition mostly from about 3.7% at the one dose, without a potency; inactive means the rest, 99 in 100 with CPE inhibition below about 2.2%; further: strong numbers were not always called active
RSV CPE inhibition: RSV antiviral activity via CPE protection, HEp-2 cells, primary 10 µM value included (AID 2391) | actives 0.13% (n = 310,000) | CPE inhibition, % at 10 µM, or IC50 in µM where a hit was titrated | HEp-2 cells, RSV-induced CPE inhibition; higher % means a stronger effect; in the data active means a potency from the dose series; inconclusive means CPE inhibition mostly from about 23% at the one dose, without a potency; inactive means the rest, 99 in 100 with CPE inhibition below about 21%; further: strong numbers were not always called active
K1F lysis inhibition: inhibition of K1F phage lysis, E. coli UTI89, bacterial capsule biogenesis inhibitors, alamar blue (AID 488966) | E. coli UTI89 K1F phage lysis, alamar blue, 2 h; higher % means a stronger effect | inhibition, % at 100 µM, or IC50 in µM where a hit was titrated | actives 0.02% (n = 340,000);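 active means phage lysis inhibition, versus mean bacterial control, above a set limit; inconclusive means no clear call, values can overlap the other calls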;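 further: capsule biogenesis inhibitors block K1F phage lysis so surviving cells raise fluorescence; higher fluorescence means more inhibition of phage lysis; actives were called in the ten point dose series up to 300 µM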
SV40 large T antigen: SV40 large T antigen inhibitors, biochemical (AID 1903); one-dose inhibition, % at 20 µM; IC50 in µM for titrated hits; actives 0.39% (n = 310,000); SV40 large T antigen ATPase/helicase inhibition assay; higher % means a stronger effect; in the data active means a potency from the dose series; inconclusive means inhibition mostly from about 32% at the one dose, without a potency; inactive means the rest, 99 in 100 with inhibition below about 32%; further: strong numbers were not always called active
MgcRacGAP inhibition: MgcRacGAP GTPase-activating activity inhibitors, confirmation, biochemical, ADP Hunter fluorescence; Rac GTPase-activating protein 1 (Homo sapiens); inhibition, % at 30 µM; hits with a dose series show IC50 in µM; MgcRacGAP-stimulated Rac1 GTP hydrolysis, ADP Hunter fluorescence; higher % means a stronger effect; GST-tagged Rac1 F28L mutant substrate; actives 0.6% (n = 340,000);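 active means first-screen hits whose inhibition reached a set limit at any dose in the follow-up dose series; inconclusive means inhibition above the set first-screen limit but never retested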;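 further: fluorescence reports GDP produced by GAP-driven GTP hydrolysis; strong numbers were not always called active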
T cell modulator vesicle-bound %: second read-out of T cell modulator, no call of its own (marks repeat the call); double positive events, %; measured here: CD8+ vesicle-bound cell fraction;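 binding gate set so that unloaded-vesicle control wells show 10% double positive cells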
NTR1 ag cell count 20 µM: second read-out of NTR1 ag, no call of its own (marks repeat the call); cell count; measured here: cell count, cytotoxicity flag
Dengue-2 NS5 capping pilot replicate: further read-out of Dengue-2 NS5 capping, marked with its call; inhibition, %; measured here: pilot screen replicate inhibition
* hit, by the source's call; i = inactive; ? = inconclusive; . = not tested or not shown; + = active, no number; [ ] = dose if it differs, or a comment.

The first five compounds as a preview:
SMILES	T cell modulator	T cell modulator vesicle-bound %	NTR1 ag	NTR1 ag cell count 20 µM	Dengue-2 NS5 capping	Salmonella PhoP GFP	West Nile antiviral	RSV CPE inhibition	K1F lysis inhibition	SV40 large T antigen	MgcRacGAP inhibition	others
CN(CC(=O)Nc1ccccc1Cl)C1CCS(=O)(=O)C1 (centres undefined)	i	44	-1.9	61	-9%	.	.	1.0%	0.3%[50 µM]	.	1%
Cc1nc(C(=O)Nc2cccc(Cl)c2)nn1-c1cc(OC(C)C)c(Cl)cc1Cl	i	30	2.0	85	1%	-9%	-0.1%	15%	-0.6%	2%	-12%
Cc1cccc(CC2CC(=O)N(CCc3ccc4c(c3)OCO4)C2=O)c1 (centres undefined)	i	9	0.1	41	5%	.	-1.0%	1.4%	0.0%	.	1%
O=C(Cn1cc2c(n1)CCCCC2)Nc1c(F)c(F)cc(F)c1F	i	59	5.8	40	-1%	1%	-0.1%	1.0%	4.0%	3%	-2%
O=C(c1ccccn1)N1CCN(C(=O)c2ccccn2)CC1	i	57	0.1	83	-5%	-3%	0.2%	0.8%	0.5%	1%	4%	Dengue-2 NS5 capping pilot replicate=-8.2

Main list, from the first entry:
SMILES	T cell modulator	T cell modulator vesicle-bound %	NTR1 ag	NTR1 ag cell count 20 µM	Dengue-2 NS5 capping	Salmonella PhoP GFP	West Nile antiviral	RSV CPE inhibition	K1F lysis inhibition	SV40 large T antigen	MgcRacGAP inhibition	others
CN(CC(=O)Nc1ccccc1Cl)C1CCS(=O)(=O)C1 (centres undefined)	i	44	-1.9	61	-9%	.	.	1.0%	0.3%[50 µM]	.	1%
Cc1nc(C(=O)Nc2cccc(Cl)c2)nn1-c1cc(OC(C)C)c(Cl)cc1Cl	i	30	2.0	85	1%	-9%	-0.1%	15%	-0.6%	2%	-12%
Cc1cccc(CC2CC(=O)N(CCc3ccc4c(c3)OCO4)C2=O)c1 (centres undefined)	i	9	0.1	41	5%	.	-1.0%	1.4%	0.0%	.	1%
O=C(Cn1cc2c(n1)CCCCC2)Nc1c(F)c(F)cc(F)c1F	i	59	5.8	40	-1%	1%	-0.1%	1.0%	4.0%	3%	-2%
O=C(c1ccccn1)N1CCN(C(=O)c2ccccn2)CC1	i	57	0.1	83	-5%	-3%	0.2%	0.8%	0.5%	1%	4%	Dengue-2 NS5 capping pilot replicate=-8.2
OCC[C@H]1C[C@H](O)[C@@H](O)[C@]2(CCCc3ccccc3O2)O1	i	46	11	40	0%	-4%	.	3.4%	-2.0%	3%	6%
Cc1cccc(N2C(=O)C(O)=C(C(=O)c3cccs3)C2c2ccc(Cl)cc2)n1 (centres undefined)	i	51	0.2	45	10%	0%	0.3%	2.7%	-0.5%	15%	16%
Cc1cc(Br)ccc1NC(=O)CN1C(=O)C2CC=CCC2C1=O (centres undefined)	i	27	0.1	50	-6%	.	.	-0.5%	-1.0%	.	6%
CC(=O)Nc1ccc(S(=O)(=O)NNC(=O)c2ccc3c(c2)OCO3)cc1	i	19	0.6	56	-1%	2%	0.1%	0.4%	-0.1%	17%	1%
O=C(Nc1ccccc1)c1ccc(-c2ccc(Br)cc2)o1	i	52	9.1	58	-1%	7%	-0.9%	45%	0.4%	23%	-1%
CN1CCN(C2CC(=O)N(CCc3ccccc3)C2=O)CC1 (centres undefined)	i	29	0.6	36	-5%	-6%	-0.1%	.	1.3%	10%	6%
Cc1cc(C)c(NC(=O)CSc2nc3ccncc3[nH]2)c(C)c1	i	25	2.1	59	-4%	-12%	0.2%	2.5%	0.4%	12%	10%
O=C(COC(=O)CCc1nc2ccccc2s1)Nc1ccc(Cl)cn1	i	50	-0.6	71	-8%	-6%	-0.4%	3.9%	2.0%[50 µM]	1%	11%
O=C(COc1ccc(S(=O)(=O)N2CCOCC2)cc1)Nc1ccc(Cl)c(C(F)(F)F)c1	i	26	3.7	54	-1%	-10%	-0.7%	-0.9%	3.0%	5%	5%
CNC(=O)CSc1nnc(-c2ccco2)n1-c1cccc(OC)c1	i	49	-0.8	48	6%	-8%	0.2%	1.1%	-0.3%	9%	14%
CC1Cc2ccccc2N1C(=O)c1cnc2sccn2c1=O (centres undefined)	i	40	0.4	104	3%	-6%	-0.1%	2.1%	2.7%	9%	5%
CCn1ccc(C(=O)Nc2ccc(Cl)cn2)n1	i	53	0.6	93	-2%	4%	0.1%	2.0%	3.0%	7%	-2%
CC(=O)Nc1cccc(C(=O)NNC(=O)c2ccc(-n3cnnn3)cc2)c1	i	44	-1.0	51	4%	.	.	.	0.3%	.	2%
CC(C)C(OC(=O)CN1C(=O)COc2ccccc21)C(=O)NC1CCCC1 (centres undefined)	i	22	-0.5	58	5%	8%	-0.7%	-2.2%	11%	6%	5%
COc1cccc(N=C2SC(C(=O)Nc3ccccc3F)CC(=O)N2C)c1 (centres undefined)	i	35	0.7	41	1%	4%	-0.5%	0.5%	2.5%	11%	1%
CN(CCNC(=O)C1CC(=O)N(C2CCCC2)C1)Cc1ccccc1 (centres undefined)	i	38	-1.1	63	1%	.	0.0%	1.0%	0.7%	.	4%
O=C(OCc1ccccc1)C1CCCN1C(=O)c1cccs1 (centres undefined)	i	25	-1.0	43	1%	10%	0.4%	0.6%	0.5%	2%	11%
CCN(CC)CCOC(=O)c1c(C)oc2ccc(O)cc12	i	16	-0.8	39	-3%	22%	0.2%	0.0%	1.6%	2%	15%
COc1ccccc1/C=N/NC(=O)C(C)Cn1cnc2ccccc21 (centres undefined)	i	54	-0.6	68	-2%	15%	0.0%	1.4%	0.5%	16%	2%
O=C(c1ccccc1F)N1CCc2ccccc21	+	.	-0.2	84	-2%	.	0.3%	6.5%	0.6%	.	2%
CC1=C(C(=O)OCc2ccccc2)C(c2ccc(C)o2)C2=C(CCCC2=O)N1 (centres undefined)	i	45	1.4	66	2%	-3%	-0.6%	3.9%	-0.4%	0%	8%
Cn1cccc1-c1nc2ccccc2n1C	i	22	-1.8	56	-3%	11%	.	-0.4%	0.1%	7%	2%
ONc1cccnc1-n1nc(C(F)(F)F)cc1C(F)(F)F	i	52	1.3	82	.	-6%	-0.7%	8.6%	.	9%	.
Cc1noc(NS(=O)(=O)c2ccc(NS(=O)(=O)c3ccc(Cl)cc3)cc2)c1C	i	57	-0.4	47	-2%	.	.	.	-1.3%	.	-8%
Brc1ccc(CSc2nnc(-c3cnccn3)n2Cc2ccco2)cc1	i	31	2.8	56	-2%	-6%	.	3.4%	0.5%	5%	8%
CCC(=O)Nc1sccc1C(=O)OC	i	29	0.8	74	-3%	13%	-0.1%	0.4%	0.3%	0%	3%
COc1ccc(-n2c(SCC(=O)NNC(=O)c3ccc(C)cc3)nnc2-c2ccncc2)cc1	i	53	-1.2	43	1%	2%	-0.2%	1.1%	1.6%	2%	-15%
O=C(Nc1ccc(N2CCOCC2)nc1)c1ccc(C(F)(F)F)cc1	i	54	0.6	69	1%	-3%	0.7%	-0.2%	0.3%	7%	-1%
CCOC(=O)N1CCN(C(=O)CC(C)S(=O)(=O)c2cc3c(cc2C)NC(=O)CO3)CC1 (centres undefined)	i	24	0.3	54	0%	-13%	-0.1%	1.2%	1.4%	7%	9%
COc1ccc(/C=C/C(=O)NCCc2ccc(S(N)(=O)=O)cc2)cc1	i	42	1.4	56	-7%	-4%	0.7%	2.7%	2.6%	16%	8%
Cc1cc(C)cc(OCCn2ccnc2)c1	i	59	3.5	64	-6%	8%	-1.0%	2.7%	0.9%	6%	1%
Cc1ccc(OCC(=O)Nc2ccc(N(C)C)cc2)cc1	i	22	0.9	37	6%	9%	0.1%	-0.3%	0.5%	33%	24%
CCOC(=O)Cn1cnc2c(nnn2-c2ccccc2)c1=O	i	40	-1.2	79	-8%	.	0.6%	0.7%	1.1%	4%	5%
COC(=O)c1[nH]c2cccc(C)c2c1NC(=O)CN1CCN(C(=O)c2ccco2)CC1	i	26	-1.4	58	.	15%	0.4%	1.2%	0.4%	7%	12%
O=C(C1CC(=O)N(c2ccc(Cl)cc2)C1)N1CCCCCC1 (centres undefined)	i	38	1.0	56	2%	-4%	-0.1%	0.9%	-0.3%	1%	0%
CCCc1c(C(=O)N/N=C(/C)c2ccncc2)nnn1-c1nonc1N	i	40	-1.4	83	-5%	-8%	-1.0%	1.1%	-0.6%[50 µM]	22%	10%
CCN(CC)Cc1c(C(=O)N/N=C/c2ccccn2)nnn1-c1nonc1N	i	23	0.2	35	-8%	4%	-0.3%	-0.7%	0.3%	-6%	2%
NC(=S)NCc1cccnc1	i	25	3.4	12	-8%	1%	0.2%	0.3%	1.0%	4%	-1%
Cc1c(Cl)cccc1NC(=O)CNc1cccc(S(=O)(=O)N(C)C)c1	i	36	0.6	43	-10%	-9%	-0.6%	1.9%	3.3%	3%	3%
CN(Cc1ccccc1)C(=O)COC(=O)c1cc(NS(=O)(=O)c2cccs2)ccc1O	i	10	2.3	47	-4%	14%	-0.1%	-1.6%	3.1%	1%	6%
O=C(CSc1ncc(-c2ccccc2)nn1)NCc1ccco1	i	22	-0.3	39	-1%	-6%	-0.3%	0.3%	1.1%	4%	6%
CCOC(=O)C1CCCN(c2c(NCCc3ccccc3)c(=O)c2=O)C1 (centres undefined)	i	19	-0.4	68	3%	-3%	1.7%	0.8%	-0.1%	8%	1%
Cc1cccc2sc(NNC(=O)C3COc4ccccc4O3)nc12 (centres undefined)	i	23	4.5	66	-3%	1%	1.3%	2.3%	3.9%	19%	5%
CCCOC(=O)CSC1=C(C#N)C(c2ccccc2OCC)C(C#N)C(=O)N1 (centres undefined)	i	17	0.1	52	-18%	-1%	0.0%	3.3%	10%	27%	1%
COc1ccc(S(=O)(=O)N2c3ccccc3OCC2c2ccccc2)cc1 (centres undefined)	i	11	0.0	81	0%	-1%	0.5%	0.6%	0.1%	-4%	7%
CC1(c2ccc3ccccc3c2)NC(=O)N(CC(=O)N2CCN(c3ccccc3O)CC2)C1=O (centres undefined)	i	14	1.0	47	-1%	0%	-1.6%	?	0.1%	27%	5%
